Screening data (PubChem)
M1AAP inhibition = P. falciparum M1AAP inhibitors, biochemical, fluorogenic H-Leu-NHMec substrate, 1536-well (AID 1445) | Aminopeptidase N (Plasmodium falciparum (isolate 3D7)) | recombinant M1AAP, H-Leu-NHMec fluorogenic kinetic assay; higher % means a stronger effect | one-dose inhibition, % at 30 µM; IC50 in µM for titrated hits | 220,000 compounds, 0.42% hits;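 active means primary inhibition above the hit cutoff, then over 50% inhibition at one or more dose response concentrations, cut at about 23% in these data, passing the limit was not always enough; inconclusive means conflicting primary data, or primary hits not chosen for dose response; inactive means low primary inhibition, or under 50% at every dose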;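 further: plate controls were DMSO full reaction for no effect and no enzyme background for full effect; strong numbers were not always called active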
K1F lysis inhibition = inhibition of K1F phage lysis, E. coli UTI89, bacterial capsule biogenesis inhibitors, alamar blue (AID 488966); E. coli UTI89 K1F phage lysis, alamar blue, 2 h; higher % means a stronger effect; inhibition, % at 100 µM; hits with a dose series show IC50 in µM; 340,000 compounds, 0.02% hits;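 active means phage lysis inhibition, versus mean bacterial control, above a set limit; inconclusive means no clear call, values can overlap the other calls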;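 further: capsule biogenesis inhibitors block K1F phage lysis so surviving cells raise fluorescence; higher fluorescence means more inhibition of phage lysis; actives were called in the ten point dose series up to 300 µM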
Lipid droplet = inhibitors of hepatocyte lipid droplet formation, primary screen, imaging, high-throughput imaging, BODIPY stain | AML12 mouse hepatocytes, oleate lipid droplets | inhibition, % at 6.5 µM | 240,000 compounds, 0.4% hits | AID 1656, 2009;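 active means lipid droplet intensity inhibited by at least 50%, with more than 500 cells counted; inconclusive means wells with under 300 cells, treated as cytotoxic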
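Assay system: AML12 hepatocytes (mouse) / Also added: 100 µM oleic acid challenge / Times: overnight treatment with compound plus oleate / Detection: high-content imaging of BODIPY-stained droplets and DAPI nuclei / Evaluation: % inhibition of lipid droplet signal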
PMI inhibitors = inhibitors of human PMI, primary screen, biochemical, fluorescence intensity, coupled assay (AID 1209). Mannose-6-phosphate isomerase (Homo sapiens). purified PMI enzyme, coupled fluorescence intensity; higher % means a stronger effect. inhibition, % at 20 µM, or IC50 in µM where a hit was titrated. 190,000 compounds, 0.42% hits;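 further: plate controls were DMSO vehicle for no effect and wells lacking substrate for full effect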
Myeloid diff 2 = induction of myeloid progenitor differentiation, primary screen, cell-based, flow cytometry, MLPCN library; ER-HoxA9 myeloid progenitors, lysozyme-GFP differentiation; calls only at 10 µM; 360,000 compounds, 1% hits; AID 624256, 2012;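 active means normalized GFP-positive differentiation at or above the plate's own cutoff, the solvent-only control mean plus 3 SD; inconclusive means no clear call, values can overlap the other calls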;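 further: cells exposed to compound for four days before flow analysis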
ER stress rescue = rescue of cells from ER stress-induced death, primary screen, 384-well, CSM14.1, thapsigargin, ATP luminescence (AID 1222); CSM14.1 thapsigargin-induced death rescue, ATP luminescence; higher % means a stronger effect; one-dose cellular ATP content (survival), % at 20 µM; EC50 in µM for titrated hits; 190,000 tested, under 10 active;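 active means EC50 below 50 µM in the dose-response confirmation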;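 further: death triggered by thapsigargin at about 15 µM added after 2 h compound pretreatment; cell ATP read after overnight thapsigargin exposure of roughly 18 to 22 hours; normalized against plate controls of thapsigargin alone and 5% DMSO vehicle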
TNAP activators = human TNAP enzyme activators, primary screen, biochemical, luminescent, no phosphate acceptor, uHTS (AID 1001); 200,000 compounds, 0.03% hits; activation fold at 20 µM; hits with a dose series show EC50 in µM; purified TNAP, luminescent activation assay, no phosphate acceptor; higher activation fold means a stronger effect; in the data active means activation fold from about 3, or a potency from the dose series; inactive means the rest, 99 in 100 with activation fold below about 1.6; further: many of its hits are not listed in these tables
PMI inhibition = human PMI inhibitors, high substrate, primary screen, biochemical, fluorescence intensity, high mannose 6-phosphate (AID 1220) | Mannose-6-phosphate isomerase (Homo sapiens) | recombinant PMI enzyme, coupled fluorescence intensity; higher % means a stronger effect | inhibition, % at 20 µM; hits with a dose series show IC50 in µM | 190,000 compounds, 0.66% hits
WT yeast gro inh = growth inhibition of WT strain, primary screen, mitochondrial fusion inhibitor project, WT and mutant strains, chemical genetic; mitochondrial fusion phenotypic screen; inhibition, % at 10 µM; 190,000 compounds, 2.1% hits; AID 1362, 2008; in the data active means inhibition above about 58%; tested in S. cerevisiae
WT yeast gro inh mutant strain = also measured in WT yeast gro inh; calls as there; inhibition, %; mitochondrial fusion phenotypic screen, mutant strain inhibition
Lipid droplet cells 6.5 µM = further read-out of Lipid droplet, marked with its call; cell count; measured here: cell count, cytotoxicity flag;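 cells counted across two imaged fields per well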
Myeloid diff 2 GFP+ MAC1+ % = recorded beside Myeloid diff 2, whose call it bears; GFP+ MAC1+ double positive, %; measured here: differentiation confirmed by MAC1 staining
The depositor's hits bear a star; i = inactive; ? = inconclusive; nt = no result given; [ ] = another dose, or the depositor's remark. Unless noted, no stated cut-off is given here; in the data, active means inhibition above about 50%; inactive means the rest.

SMILES	M1AAP inhibition	K1F lysis inhibition	Lipid droplet	Lipid droplet cells 6.5 µM	PMI inhibitors	Myeloid diff 2	Myeloid diff 2 GFP+ MAC1+ %	ER stress rescue	TNAP activators	PMI inhibition	WT yeast gro inh	WT yeast gro inh mutant strain
CCCCCCCCCOC(=O)C[n+]1csc(CCO)c1C	4%	0.2%	1	583	3%	i	0.4	-0.8%	0.4	2%	40	64
CCCN(CCC)c1nc2ccccc2nc1C(C#N)C(=O)OCCOC (stereo unspecified)	4%	0.4%	-5	665	12%	i	0.4	-3.0%	1	10%	26	9
CCCCC(CCC(=O)Nc1nccs1)C(=O)O (stereo unspecified)	-6%	0.8%	1	703	3%	i	2.5	1.5%	1.1	-5%	22	15
COc1ccc(CCNC(=O)CCS(=O)(=O)c2ccc(C)cc2)cc1OC	0%	3.8%	3	801	11%	i	6.0	-0.6%	1.1	10%	-12	-2
Cc1cccc(NC(=O)Cc2nnc(NC(=O)Nc3ccccc3F)s2)c1	6%	-0.1%	6	596	-8%	i	0.2	0.8%	1	-8%	12	-9
COc1cccc(CSc2nnnn2-c2ccc(O)cc2)c1	2%	-3.9%	5	657	14%	i	1.3	0.8%	1.1	13%	-3	-7
CCOc1ccc(/C=N/NC(=O)c2cc(-c3ccco3)nc3ccccc23)cc1	3%	-11%	-21	680	-8%	i	0.8	-0.6%	1	-14%	5	-20
O=C(COc1ccccc1[N+](=O)[O-])Nc1ccccc1N1CCCC1	9%	-0.1%	8	750	15%	i	0.0	2.0%	1	18%	13	9
CCn1ccnc1[C@@H]1C[C@H]2CN(Cc3ccccc3OC)C(=O)[C@]23CCCN13	9%	0.3%	-8	703	2%	i	1.2	-0.3%	1	-6%	5	11
CC(CCc1ccccc1)NC(=O)CN1C(=O)NC2(CCCCC2)C1=O (stereo unspecified)	8%	-1.0%	-14	674	2%	i	0.6	-0.6%	1.1	-2%	-17	3
CC(C)(C)NC(=O)/C=C/c1ccc(C(F)(F)F)cc1	10%	0.5%	-4	738	3%	i	0.8	-3.1%	1.1	-1%	-4	-19
CC(C)(C)c1ccc(C(=O)N2CCC(C(=O)NCc3ccncc3)CC2)cc1	1%	1.4%	15	656	2%	i	0.6	-1.0%	1.1	3%	-14	11
Cc1ccc(S(=O)(=O)N2CCN(C(=O)COC(=O)COc3ccccc3)CC2)cc1	6%	-3.7%	nt	nt	-4%	i	2.0	1.4%	1.2	3%	14	14
Cc1cc(C)n(-c2cc(Cl)ccc2[N+](=O)[O-])n1	-4%	-0.1%	4	740	3%	i	0.3	0.3%	1	8%	1	-6
CS(=O)(=O)N1CCN(C(=O)c2ccncc2)CC1	0%	0.4%	nt	nt	1%	i	0.9	-1.1%	1.2	-2%	32	6

A draw from above in order of length of the SMILES, lowest first.
SMILES	M1AAP inhibition	K1F lysis inhibition	Lipid droplet	Lipid droplet cells 6.5 µM	PMI inhibitors	Myeloid diff 2	Myeloid diff 2 GFP+ MAC1+ %	ER stress rescue	TNAP activators	PMI inhibition	WT yeast gro inh	WT yeast gro inh mutant strain
CCCCC(CCC(=O)Nc1nccs1)C(=O)O (stereo unspecified)	-6%	0.8%	1	703	3%	i	2.5	1.5%	1.1	-5%	22	15
O=C(COc1ccccc1[N+](=O)[O-])Nc1ccccc1N1CCCC1	9%	-0.1%	8	750	15%	i	0.0	2.0%	1	18%	13	9
CCOc1ccc(/C=N/NC(=O)c2cc(-c3ccco3)nc3ccccc23)cc1	3%	-11%	-21	680	-8%	i	0.8	-0.6%	1	-14%	5	-20
Cc1ccc(S(=O)(=O)N2CCN(C(=O)COC(=O)COc3ccccc3)CC2)cc1	6%	-3.7%	nt	nt	-4%	i	2.0	1.4%	1.2	3%	14	14

Further entries follow.
SMILES	M1AAP inhibition	K1F lysis inhibition	Lipid droplet	Lipid droplet cells 6.5 µM	PMI inhibitors	Myeloid diff 2	Myeloid diff 2 GFP+ MAC1+ %	ER stress rescue	TNAP activators	PMI inhibition	WT yeast gro inh	WT yeast gro inh mutant strain
C#CCOCCOCCOCCNc1nc(N2CCOCC2)nc(N2CCN(C(=O)[C@H]([C@@H](C)O)n3cc(CCCCN)nn3)CC2)n1	-2%	0.8%	2	706	-24%	i	1.0	-2.6%	1.1	-35%	16	0
OC1CCCN(Cc2cccc3ccccc23)C1 (stereo unspecified)	4%	0.2%	19	668	11%	i	1.2	-1.9%	1.1	12%	-20	2
COCCCNc1nc2c(c(=O)n(C)c(=O)n2C)n1Cc1cccc(OC)c1	-6%	1.2%	-24	652	-9%	i	0.4	-4.5%	1.1	-6%	6	11
CC(=O)Nc1c2c3c(cccc3n(C)c1=O)C(=O)c1ccccc1-2	28µM*	-0.2%	nt	nt	1%	i	1.3	3.1%	1.1	3%	-3	-6
COC(=O)c1c(NC(=O)/C=C/C(=O)O)sc(C)c1-c1ccc(C)cc1	3%	-1.6%	11	687	2%	i	0.2	-0.4%	1.1	4%	-12	0
Cc1cccc(-c2noc(CCC(=O)NCc3ccco3)n2)c1	3%	-0.7%	7	796	-2%	i	8.8	0.3%	1.1	-7%	-4	-12
CC(c1ccccc1)n1cc(C(=O)NCc2ccccn2)nn1 (stereo unspecified)	6%	-0.5%	16	798	2%	i	0.5	8.6%	1.1	-6%	-1	-4
Cc1ccc2nc(NCc3ccccc3)c(C=NCc3cccnc3)c(=O)n2c1	5%	0.0%	-1	751	nt	i	0.2	nt	nt	nt	nt	nt
CC(CN1CCCCC1)OC(=O)c1ccc2c(c1)OCO2 (stereo unspecified)	3%	0.3%	19	568	9%	i	0.6	-2.7%	1.1	4%	-9	5
O=C(COC(=O)c1cccnc1Cl)c1ccc2c(c1)OCCO2	8%	0.5%	-13	725	-31%	i	0.4	-1.4%	1.1	-26%	-4	-17
COc1ccc(CCNCC(=O)Nc2ccc(C)c(S(=O)(=O)N(C)C)c2)cc1OC	-2%	-1.4%[50 µM]	0	667	nt	i	0.6	nt	nt	nt	nt	nt
O=C(COC(=O)c1cccc(F)c1)Nc1cccnc1Cl	3%	0.2%	19	743	-3%	i	0.3	-0.5%	1	9%	9	21
O=C(COC(=O)c1cccnc1Cl)c1ccccc1	13%	-0.1%	nt	nt	6%	i	7.7	1.9%	1.2	-1%	-13	-11
COc1ccc(CSCC(=O)N/N=C/c2ccccc2O)cc1	-8%	-2.6%	8	678	1%	i	0.9	-0.4%	0.9	-12%	11	15
CN1CCN(C(=S)NC(=O)c2ccc(C(C)(C)C)cc2)CC1	0%	1.4%[50 µM]	29	695	-2%	i	1.3	-3.2%	1	-2%	-10	-6

Another view of some results above.
> CC(c1ccccc1)n1cc(C(=O)NCc2ccccn2)nn1 (stereo unspecified)
  M1AAP inhibition = 6%
  K1F lysis inhibition = -0.5%
  Lipid droplet = 16
  Lipid droplet cells 6.5 µM = 798
  PMI inhibitors = 2%
  Myeloid diff 2 = i
  Myeloid diff 2 GFP+ MAC1+ % = 0.5
  ER stress rescue = 8.6%
  TNAP activators = 1.1
  PMI inhibition = -6%
  WT yeast gro inh = -1
  WT yeast gro inh mutant strain = -4

> Cc1ccc2nc(NCc3ccccc3)c(C=NCc3cccnc3)c(=O)n2c1
  M1AAP inhibition = 5%
  K1F lysis inhibition = 0.0%
  Lipid droplet = -1
  Lipid droplet cells 6.5 µM = 751
  PMI inhibitors = nt
  Myeloid diff 2 = i
  Myeloid diff 2 GFP+ MAC1+ % = 0.2
  ER stress rescue = nt
  TNAP activators = nt
  PMI inhibition = nt
  WT yeast gro inh = nt
  WT yeast gro inh mutant strain = nt

> CC(CN1CCCCC1)OC(=O)c1ccc2c(c1)OCO2 (stereo unspecified)
  M1AAP inhibition = 3%
  K1F lysis inhibition = 0.3%
  Lipid droplet = 19
  Lipid droplet cells 6.5 µM = 568
  PMI inhibitors = 9%
  Myeloid diff 2 = i
  Myeloid diff 2 GFP+ MAC1+ % = 0.6
  ER stress rescue = -2.7%
  TNAP activators = 1.1
  PMI inhibition = 4%
  WT yeast gro inh = -9
  WT yeast gro inh mutant strain = 5

> O=C(COC(=O)c1cccnc1Cl)c1ccc2c(c1)OCCO2
  M1AAP inhibition = 8%
  K1F lysis inhibition = 0.5%
  Lipid droplet = -13
  Lipid droplet cells 6.5 µM = 725
  PMI inhibitors = -31%
  Myeloid diff 2 = i
  Myeloid diff 2 GFP+ MAC1+ % = 0.4
  ER stress rescue = -1.4%
  TNAP activators = 1.1
  PMI inhibition = -26%
  WT yeast gro inh = -4
  WT yeast gro inh mutant strain = -17

Continued.
SMILES	M1AAP inhibition	K1F lysis inhibition	Lipid droplet	Lipid droplet cells 6.5 µM	PMI inhibitors	Myeloid diff 2	Myeloid diff 2 GFP+ MAC1+ %	ER stress rescue	TNAP activators	PMI inhibition	WT yeast gro inh	WT yeast gro inh mutant strain
O=[N+]([O-])c1cnc2ccccn12	10%	1.1%	2	714	nt	i	0.5	nt	nt	nt	nt	nt
CC1=C(C(=O)Nc2ccc(C)cc2)C(c2ccc(N(C)C)cc2)NC(=O)N1 (stereo unspecified)	7%	1.1%	-3	698	-5%	i	11	3.4%	1.1	6%	3	9
CCN1C(=O)/C(=C\N2CCOCC2)SC1=S	0%	0.2%	-3	772	-8%	i	1.5	-0.6%	1.3	-6%	0	0
O=C1CCCC(=NCc2ccco2)C1	6%	0.3%	nt	nt	-5%	i	5.2	-1.1%	1.1	-4%	19	18
Cc1nn(Cc2ccccc2)c(C)c1/C=N/NC(=O)c1cccnc1	13%	0.2%	4	703	-3%	i	0.2	1.0%	1.1	-6%	-5	6
O=C(c1ccccc1)n1nnc2ccccc21	6%	1.3%	-2	826	18%	i	0.4	0.0%	1.1	8%	-8	9
COc1cc(COCC(O)CN2CCc3ccccc3C2)cc(OC)c1OC (stereo unspecified)	5%	0.5%	1	675	-6%	i	0.1	-0.7%	1	-5%	-1	7
Nc1nn(-c2ccccc2)c(N)c1N=Nc1ccccc1	15%	-0.3%	10	696	3%	?	nt	-7.7%	0.9	2%	-1	-13
CCOc1ccc(Br)cc1S(=O)(=O)Nc1ccc(Cl)c(S(=O)(=O)N(C)C)c1	4%	-0.5%[50 µM]	10	692	9%	i	1.2	-1.7%	1.1	6%	5	6
